Screening results (PubChem)
Dynein transport – blocks dynein driven cargo transport along microtubules; 3617.4 mouse cells, GR-EGFP nuclear translocation imaging; test concentration mostly 20 µM; stimulated with dexamethasone, 1 µM; hits give low values; z-score, hits read low; actives 0.47% (n = 220,000); AID 1381;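 active means plate z-score of nuclear minus cytoplasmic receptor signal below a set negative limit, without overly bright fluorescence or cell loss, cut at about -3.5 in these data, passing the limit was not always enough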;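 further: z-score of nuclear minus cytoplasmic ring GR-EGFP intensity difference per well; some compounds called inactive have numbers as strong as hits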
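Buffer or medium: tet-free medium with charcoal-stripped serum / Also added: dexamethasone agonist, 1.0 µM final, for 30 min / Timing: induction 48 h, compound 1 h, agonist 30 min / Measured by: high-content fluorescence imaging after fixation / Read-out: nuclear-to-cytoplasmic GR-EGFP distribution per well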
Hep lipid drop – hepatic lipid droplet formation modulation; actives 0.4% (n = 240,000); inhibition, % at 6.5 µM; AML12 mouse hepatocytes, oleate lipid droplets, BODIPY imaging;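 active means lipid droplet intensity inhibited by at least 50%, with more than 500 cells counted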
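Assay system: AML12 hepatocytes (mouse) / Also added: 100 µM oleic acid challenge / Times: overnight treatment with compound plus oleate / Detection: high-content imaging of BODIPY-stained droplets and DAPI nuclei / Evaluation: % inhibition of lipid droplet signal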
bCat nuc transl – alters nuclear translocation of beta-catenin in HeLa cells. AID 1665. actives 0.3% (n = 190,000). nuclear translocation activity, % at 5 µM. immunofluorescence imaging;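 active means nuclear translocation activity above 50% at 5 µM, with a well cell count of 50 or more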;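 further: per-cell ratio of nuclear to cytoplasmic median beta-catenin stain intensity; plate controls were DMSO negative control for no effect and GSK-3 inhibitor IX positive control for full effect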
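Test system: human HeLa cells, endogenous beta-catenin. Times: 24 h compound exposure, 37°C. Measured by: beta-catenin immunofluorescence imaging with DAPI.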
WT yeast gro inh – growth inhibition of WT yeast, mitochondrial fusion screen. mitochondrial fusion phenotypic screen, WT strain. inhibition, % at 10 µM. actives 2.1% (n = 190,000); in the data active means inhibition above about 58%; tested in S. cerevisiae
MT stabilize HCS – microtubule stabilizers in HeLa cells; HeLa tubulin immunostaining HCS, 24 h; share of cells brighter than vehicle mean+2SD; AID 2205; % tubulin-high responders, % at 10 µM; actives 0.83% (n = 200,000);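 active means plate Z-score above 3 for both tubulin-high and condensed-nucleus cell shares, with cell loss under 80%, at 10 µM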;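 further: anti alpha tubulin signal scored within the nucleus-defined area of each cell; some results filed as inactive read as strong as hits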
Ins promoter up – MIN6 insulin promoter up-regulation. actives 0.3% (n = 190,000). MIN6 insulin promoter-GFP reporter, high-content imaging; hits give high values. z-score at 5 µM. AID 1625;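 active means z-score above 3 at 5 µM with at least 500 cells counted in the well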
NOD2 inhibition – inhibition of NOD2-driven NF-kB reporter – cell-based, luminescence, uHTS, HEK293 (AID 1566); actives 0.63% (n = 290,000); HEK293 NOD2/NF-kB luciferase reporter, luminescence; higher % means a stronger effect; inhibition, % at 4 µM; hits with a dose series show EC50 in µM; in the data active means inhibition above about 50%; further: many of its hits are not listed in these tables
Autophagy mod – alters autophagy in cells. MEF GFP-LC3 puncta imaging; test concentration mostly 10 µM. calls only at 10 µM (by protocol). actives 0.98% (n = 190,000);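 active means percentage of spot-positive cells more than 3 SD above its plate mean, without a fluorescence outlier flag or 80% toxicity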;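 further: spot-positive cell cutoff set from DMSO-treated cells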
Yfh1-depleted yeast – mitochondrial function rescue without frataxin homolog – Friedreich's ataxia, plus single-dose screen, dose response (AID 1465); S. cerevisiae Yfh1-off respiration, WST-1 reduction, 72 h; higher fold induction means a stronger effect; fold induction at 50 µM, or EC50 in µM where a hit was titrated; actives 0.074% (n = 220,000);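 active means fold induction of absorbance versus untreated yeast above a set limit, then at least 30% activation at any dose in follow-up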;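 further: activators that raise dye reduction in frataxin-depleted yeast; strong numbers were not always called active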
WT yeast gro inh mutant strain – also measured in WT yeast gro inh; calls as there; inhibition, %; mitochondrial fusion phenotypic screen, mutant strain inhibition
Dynein transport cytoplasmic EGFP – further read-out of Dynein transport, marked with its call; z-score; measured here: cytoplasmic GR-EGFP intensity; hits give high values
Dynein transport nuclear GR-EGFP – second read-out of Dynein transport, no call of its own (marks repeat the call); z-score; measured here: nuclear GR-EGFP intensity;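 lower value marks the stronger effect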
Dynein transport cell count – second read-out of Dynein transport, no call of its own (marks repeat the call); z-score; measured here: cell count per field
Ins promoter up cell count – also measured in Ins promoter up; calls as there; cell count; measured here: cytotoxicity, nuclei count;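 total cells summed across four imaged fields per well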
Hep lipid drop cells 6.5 µM – also measured in Hep lipid drop; calls as there; cell count; measured here: cell count, cytotoxicity flag;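 cells counted across two imaged fields per well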
bCat nuc transl cell count 5 µM – further read-out of bCat nuc transl, marked with its call; cell count; measured here: cell count, cytotoxicity flag
MT stabilize HCS Hoechst-high % – also measured in MT stabilize HCS; calls as there; % Hoechst-high responders; measured here: nuclear condensation Hoechst responders;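 share of cells brighter than vehicle mean plus two SD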
MT stabilize HCS cytotoxicity % – recorded beside MT stabilize HCS, whose call it bears; toxicity, %; measured here: cytotoxicity by cell density;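 0% = mean cell density of plate MIN control wells and 100% = no cells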
Autophagy mod cell loss 18 h – further read-out of Autophagy mod, marked with its call; toxicity, %; measured here: cell loss, nuclei count;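 cell loss after 18 h compound exposure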
Numbers without * were called inactive; i = inactive; · = no result given. Not all compounds are listed; rates above refer to the full screens.

mol	Dynein transport	Dynein transport cytoplasmic EGFP	Dynein transport nuclear GR-EGFP	Dynein transport cell count	Hep lipid drop	Hep lipid drop cells 6.5 µM	bCat nuc transl	bCat nuc transl cell count 5 µM	WT yeast gro inh	WT yeast gro inh mutant strain	MT stabilize HCS	MT stabilize HCS Hoechst-high %	MT stabilize HCS cytotoxicity %	Ins promoter up	Ins promoter up cell count	NOD2 inhibition	Autophagy mod	Autophagy mod cell loss 18 h	Yfh1-depleted yeast
CC1CN=C(N(Cc2ccccc2)C(=O)Nc2ccccc2)S1 (stereo not drawn)	-0.239	-0.217	0.0669	0.765	8.0	754	·	·	12.8	28.2	2.4	1.3	6.2	-0.63	834	13.0%	i	-6.5	i
CCOC(=O)c1cccc(Nc2nc(-c3cccnc3)nc3ccccc23)c1	-0.517	-0.0432	0.459	-0.449	·	·	-3.7	1457	14.8	-10.4	3.2	2.0	14.2	-0.97	882	-8.7%	i	13.7	·
CC(C)S(=O)(=O)c1csc(NC(=O)Nc2cc(Cl)ccc2Cl)c1Cl	-0.29	-0.225	-0.202	0.658	-4.7	686	-1.4	1176	·	·	·	·	·	-1.85	1404	12.6%	·	·	i
COC(=O)C1=C(C(=O)OC)SC2(S1)C(C(=O)OC)=C(C(=O)OC)SC1=C2c2cccc(C)c2NC1(C)C	-0.201	-0.151	0.178	-0.585	-5.2	736	-1.9	1173	8.4	-2.8	3.7	1.9	7.9	0.1	692	0.7%	i	-1.2	i
COc1cc(C(=O)N2CCCC(c3nc(-c4cccs4)no3)C2)cc(OC)c1OC (stereo not drawn)	-0.161	-0.204	-0.0601	0.352	-99.3	648	-0.4	1005	-8.7	2.0	2.5	1.4	4.1	-0.89	1450	15.7%	i	-11.6	i
COc1ccc(NC(=O)C2CCCN2c2ccc(OC)c(OC)c2)cc1OC (stereo not drawn)	0.953	-0.151	1.35	-0.49	·	·	·	·	-8.3	7.6	7.2	2.2	9.2	·	·	3.5%	i	12.4	·
O=C(NCc1ccccc1)c1noc2c1CCCC2	0.699	-0.237	0.428	0.197	-0.1	753	0.5	1006	-5.6	-1.3	5.6	1.8	1.7	1.19	1239	-4.2%	i	1.0	i
Cc1ccc(/C=N/Nc2ncnc3nc[nH]c23)cc1	0.438	-0.15	0.661	0.29	14.7	718	-0.2	1348	·	·	·	·	·	0.95	1015	-96.1%	·	·	i
C/C(N)=C(/C#N)C(=O)COC(=O)c1ccccc1Cc1ccccc1	-1.44	-0.157	-0.59	-0.374	7.9	698	1.2	1008	6.4	-6.3	1.0	1.1	0.2	0.2	1432	-10.5%	i	-13.5	i
CCC(NC(=O)NC1CCCCC1)c1ccccc1 (stereo not drawn)	0.31	-0.309	0.464	0.519	-3.3	694	-1.1	995	0.8	7.7	1.4	1.3	5.6	-0.64	1404	4.3%	i	31.2	i
CCCN(C(=O)/C=C/c1ccco1)c1c(N)n(Cc2ccccc2)c(=O)[nH]c1=O	-1.2	-0.263	-0.586	0.856	2.5	632	0.1	1084	5.4	9.3	1.7	1.3	3.6	·	·	17.5%	i	6.9	i
O=C(Nc1sc2c(c1C(=O)O)CCC2)c1ccccc1	1.28	-0.0072	0.679	-0.415	-15.7	764	-3.8	1202	-2.0	9.4	1.3	1.0	6.8	-1.11	877	32.1%	i	-0.7	i
Cc1sc2nc(C3CC3)nc(SCC(=O)NCc3ccco3)c2c1C	-0.0269	-0.319	0.325	-0.126	·	·	-4.3	694	-6.1	2.5	4.0	2.9	12.5	1.62	1519	9.5%	i	-10.3	i
CCOc1cc(C)c(S(=O)(=O)N2CCCCC2)cc1C	-0.201	-0.292	-0.0416	0.191	-18.9	785	-3.6	1072	-47.3	1.4	4.1	2.3	11.3	-0.31	1446	3.4%	i	-11.0	i
O=C(NC(=S)Nc1ccc(N2CCCCC2)cc1)c1ccco1	0.16	-0.212	-0.295	-0.23	·	·	·	·	10.7	25.3	1.3	1.8	4.8	·	·	-158.7%	i	7.1	i
O=C(CN1CCN(c2ccc(O)cc2)CC1)NC1CCCc2ccccc21 (stereo not drawn)	0.395	-0.0501	-0.202	0.15	-7.7	662	·	·	-41.0	-2.8	3.3	3.2	9.2	0.69	1443	0.6%	i	-2.7	i
COc1ccc(Cl)c(Cn2c(NCC(C)O)nc3c2c(=O)n(C)c(=O)n3C)c1 (stereo not drawn)	-1.07	-0.214	-0.237	0.0201	·	·	-7.0	818	-17.4	-8.8	1.9	1.0	9.3	0.99	864	8.4%	i	9.0	i
Cc1csc(NC(=O)C2COc3ccccc3O2)n1 (stereo not drawn)	3.03	-0.0885	2.28	-1.88	-1.1	795	-0.3	1191	-3.6	10.1	0.6	1.0	6.2	0.13	863	-67.6%	i	7.7	i
Cc1n[nH]c(C)c1Sc1ccccc1N=Cc1cc([N+](=O)[O-])ccc1O	-0.886	0.47	-0.135	0.541	-1.0	813	-5.2	1222	13.5	3.6	2.3	1.9	7.9	-0.45	909	-24.6%	i	-7.0	i
CCCCCNS(=O)(=O)c1cc(C)ccc1OC	0.257	-0.17	0.221	0.404	-4.4	517	0.0	561	8.4	4.0	3.2	1.8	10.1	0.09	1224	-14.5%	i	7.2	i

Continued.
mol	Dynein transport	Dynein transport cytoplasmic EGFP	Dynein transport nuclear GR-EGFP	Dynein transport cell count	Hep lipid drop	Hep lipid drop cells 6.5 µM	bCat nuc transl	bCat nuc transl cell count 5 µM	WT yeast gro inh	WT yeast gro inh mutant strain	MT stabilize HCS	MT stabilize HCS Hoechst-high %	MT stabilize HCS cytotoxicity %	Ins promoter up	Ins promoter up cell count	NOD2 inhibition	Autophagy mod	Autophagy mod cell loss 18 h	Yfh1-depleted yeast
Oc1ccccc1CNn1cnnc1	-0.746	-0.331	-0.113	1.03	·	·	·	·	2.9	5.3	6.7	2.6	6.0	·	·	8.9%	i	10.2	i
Cc1c(NC(=O)c2cc(C(C)C)on2)c(=O)n(-c2ccccc2)n1C	-0.507	-0.214	-0.0168	0.719	·	·	-0.9	844	-47.1	-36.6	2.6	2.2	10.7	-0.9	1435	20.0%	i	1.0	i
Cc1ccc2[nH]c(-c3cccc(F)c3)cc(=O)c2c1	0.125	-0.0948	0.38	0.248	-4.0	790	·	·	-1.9	-0.1	26.7*	40.7*	52.0*	0.32	791	-33.2%	i	46.0	i
COc1ccc(CCNC(=O)CSc2nnc(NC(C)=O)s2)cc1OC	2.46	-0.112	1.4	-1.8	-5.9	721	-1.2	558	11.9	4.4	1.8	1.3	2.6	0.13	1354	-0.6%	i	15.8	i
CN1c2ccc(Cl)cc2C(=O)NC1c1ccc([N+](=O)[O-])s1 (stereo not drawn)	-0.338	-0.103	-0.309	0.201	-24.9	638	1.0	1237	·	·	·	·	·	-0.29	1060	10.4%	·	·	i
CC(=O)c1cccc(NC(=O)C(OC(=O)/C=C/c2ccc3c(c2)OCO3)c2ccccc2)c1 (stereo not drawn)	-1.59	0.513	-0.696	1.31	-49.8	731	-0.2	1219	12.8	10.3	1.2	1.7	5.3	-0.98	1010	-10.9%	i	-5.3	i
O=C(CSc1nc2[nH]ncc2c(=O)n1-c1ccccc1)N1CCCc2ccccc21	1.16	-0.248	0.817	-1.04	-5.0	733	-3.4	1238	-10.2	-6.3	4.1	1.3	6.5	·	·	20.0%	i	17.2	i
O=C(NCc1cccnc1)C1c2ccccc2C(=O)N1C1CCCC1 (stereo not drawn)	-0.488	-0.181	0.0784	0.43	-1.0	576	-1.7	1113	16.3	7.9	5.2	1.2	9.9	0.32	1716	10.8%	i	7.5	i
COC(=O)c1cc2c(N)c(C(=O)c3ccc(Cl)cc3)sc2nc1C(OC)OC	-1.06	-0.241	-0.467	0.811	-3.2	725	-0.2	1269	·	·	·	·	·	-0.16	1118	21.6%	·	·	i
COc1ccc2ccccc2c1CNCc1ccccn1	2.21	0.205	1.78	-2.07	15.0	796	·	·	-14.2	0.5	1.2	1.4	4.3	-0.8	866	-21.1%	i	2.8	i
C/C(=N\NS(=O)(=O)c1ccc(C)cc1)c1ccc(C)o1	-0.171	-0.295	-0.244	0.579	6.5	667	0.5	1490	-4.8	-1.0	1.2	1.7	8.8	-0.67	1441	20.4%	i	-7.1	i
O=C(NCCc1nc2ccccc2[nH]1)/C(=C/c1ccco1)NC(=O)c1ccccc1Br	-0.618	-0.324	-0.676	0.784	-0.1	606	0.2	495	-8.0	-4.0	3.5	3.4	4.6	0.57	1216	13.1%	i	2.7	i
O=C(C1Cc2ccccc2CN1S(=O)(=O)c1ccc(F)cc1)N1CCOCC1 (stereo not drawn)	2.56	1.78	1.25	-1.54	-1.1	754	-3.5	1174	4.5	-1.5	1.6	1.5	6.1	-0.71	852	3.3%	i	1.1	i
O=C(Cc1cccs1)NCc1cccc(F)c1	0.318	-0.28	0.266	-0.349	29.1	713	-2.2	1205	4.6	11.2	2.0	1.5	3.8	·	·	3.8%	i	22.1	i
Cc1cc(Cl)ccc1NC(=S)NCCCO	0.0874	-0.205	0.155	0.683	5.1	536	-0.4	1084	6.1	6.5	3.9	3.1	3.1	0.31	1383	1.8%	i	0.6	i
O=C(Nc1nncs1)c1cccc(S(=O)(=O)N2CCCCC2)c1	0.0734	-0.0103	-0.00178	0.397	11.7	756	-1.5	1163	2.8	-1.7	4.1	2.0	3.9	0.36	1297	20.1%	i	1.8	i
CCOC(=O)C1CCN(C(=O)CSCCSCC(=O)N2CCC(C(=O)OCC)CC2)CC1	1.2	-0.132	1.07	0.127	·	·	-0.5	1156	8.9	18.7	3.6	1.8	15.2	1.34	929	11.0%	i	-4.8	i
O=c1[nH]c2ccccc2c(O)c1O	-0.998	0.123	-0.518	0.316	-3.0	684	3.4	1096	-5.2	-5.0	4.4	1.4	7.7	0.43	1288	12.1%	i	-3.9	i
